# TIM10 inh: TIM10 yeast growth inhibition; S. cerevisiae TIM10 strain growth, BacTiter-Glo luminescence, 24 h; inhibition, % at 10 µM; 1.4% of 330,000 active; AID 463195;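 active = inhibition of 40% or more at the single tested concentration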;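 also: wild-type TIM10 isogenic control strain grown at permissive 25 °C; 0% = DMSO yeast wells and 100% = minimal medium wells without yeast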
# tim23-1 inh: inhibits growth of tim23-1 mutant yeast; inhibition, % at 20 µM; 1.3% of 330,000 active; S. cerevisiae tim23-1 growth, BacTiter-Glo luminescence, 24 h;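 active = growth inhibition of the mutant yeast at or above 50%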;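 also: temperature-sensitive mutant grown at 25 °C; plate controls were DMSO-treated mutant yeast for no effect and medium wells lacking yeast for full effect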
# APJ antag: APJ receptor antagonism; P35414; CHO-K1 APJ beta-arrestin complementation, luminescence; inhibition, % at 20 µM; 0.32% of 330,000 active; AID 2521;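 active = inhibition above about 40% at 20 µM, limit read from the data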;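 also: cells challenged with 10 nM apelin-13 agonist together with compound; plate controls were apelin-13 plus DMSO wells for no effect and DMSO wells lacking apelin-13 for full effect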
# Target sequence (P35414 whole entry, looked up): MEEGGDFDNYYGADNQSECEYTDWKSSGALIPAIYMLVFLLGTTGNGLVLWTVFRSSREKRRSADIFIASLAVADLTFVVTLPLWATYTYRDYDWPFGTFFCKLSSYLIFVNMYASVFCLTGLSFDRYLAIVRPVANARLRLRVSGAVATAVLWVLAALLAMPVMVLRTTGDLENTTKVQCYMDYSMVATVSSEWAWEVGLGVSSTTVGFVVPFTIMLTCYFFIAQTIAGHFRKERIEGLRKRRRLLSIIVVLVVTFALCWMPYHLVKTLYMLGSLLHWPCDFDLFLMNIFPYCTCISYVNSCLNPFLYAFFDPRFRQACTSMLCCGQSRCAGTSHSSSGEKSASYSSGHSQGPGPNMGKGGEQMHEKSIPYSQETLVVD
# CXCR6 inh: CXCR6 (human) receptor inhibition; inhibition, % at 20 µM; 0.36% of 360,000 active; AID 602244; O00574; CHO-K1 PathHunter CXCR6 beta-arrestin, luminescence; in the data active = inhibition above about 34%, passing the limit was not always enough;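 also: antagonist mode with CXCL16 agonist at 10 nM final; 0% = 10 nM CXCL16 with DMSO and 100% = unstimulated wells without agonist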
# Target sequence (O00574 whole entry, looked up): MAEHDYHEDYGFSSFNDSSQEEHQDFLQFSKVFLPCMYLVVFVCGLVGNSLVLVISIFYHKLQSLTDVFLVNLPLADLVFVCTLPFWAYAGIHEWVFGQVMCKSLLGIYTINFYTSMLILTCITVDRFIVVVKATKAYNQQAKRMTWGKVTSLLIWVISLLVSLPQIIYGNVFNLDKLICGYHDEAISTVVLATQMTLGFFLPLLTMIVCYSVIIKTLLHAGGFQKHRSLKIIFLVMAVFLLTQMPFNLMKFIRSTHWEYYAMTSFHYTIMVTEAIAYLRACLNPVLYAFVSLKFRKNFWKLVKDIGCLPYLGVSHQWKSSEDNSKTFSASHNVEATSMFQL
# tim10-1 inh: inhibits growth of tim10-1 mutant yeast. S. cerevisiae tim10-1 ts strain growth, BacTiter-Glo, 24 h. inhibition, % at 20 µM. 2.2% of 330,000 active;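 active = inhibition of at least 40%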;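 also: mutant grown at 25 °C; 0% = DMSO wells with yeast and 100% = wells holding no yeast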
# UPR XBP1 act: activators of adaptive arm of unfolded protein response (XBP1); CHO-XBP1 luciferase reporter, IRE1-XBP1 UPR activation, luminescence; percent of tunicamycin response, DMSO as zero; 0.33% of 330,000 active; activation, % at 20 µM; AID 463104;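 active = versus positive control, 20 µM dose yields 30% or more activation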;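 also: 100% = tunicamycin at 10 µg/mL and 0% = DMSO only wells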
#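 Assay system: CHO-XBP1 luciferase reporter cells; Schedule: 6 h treatment, 37 °C; Detection: glow luminescence from Steady-Glo reagent; Benchmarks: high control tunicamycin 10 µg/mL final, low control DMSO vehicle only.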
# APJ agonist: activates the human apelin receptor APJ | P35414 | CHO-K1 APJ PathHunter beta-arrestin, luminescence; 0% DMSO wells, 100% apelin | activation, % at 20 µM | 0.11% of 330,000 active | AID 2520;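 active = activation more than six SD over the plate average, tested at 20 µM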;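 also: 0% = DMSO alone and 100% = apelin-13 at 10 nM; some results filed as inactive read as strong as hits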
#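 Assay system: engineered CHO-K1 APJ arrestin reporter cells; Amount: 1000 CHO-K1 reporter cells seeded per well; Dosing: one dose, 20 µM compound, 1% DMSO; Times: compound stimulation 90 min at 25 °C, detection 60 min; Measured by: luminescent beta-gal fragment complementation, chemiluminescent substrate; Read-out: APJ–arrestin association signal; Controls: DMSO vs Apelin-13 10 nM.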
# Mdm2 MdmX PPI: human Mdm2/MdmX binding inhibition | O15151+Q00987 | SaOS-2 split-luciferase Mdm2/MdmX complementation, luminescence | inhibition, % at 8 µM | 3% of 330,000 active | AID 485346;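 active = inhibition of at least 50% at 8 µM in the primary screen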
# CHOP UPR activ: apoptotic UPR (CHOP) activation. CHO-CHOP luciferase reporter, luminescence; percent of tunicamycin response over DMSO baseline. activation, % at 10 µM. 0.34% of 330,000 active;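 active = at 10 µM dose, activation of 40% or more, normalized to positive control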;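 also: 100% = tunicamycin at 10 µg/mL and 0% = DMSO alone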
#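 assay system = CHO CHOP reporter cells | amount = 500 CHO-CHOP cells per well | buffer or medium = F12 with 10% FBS | incubation = 16-18 h cell attachment, then 6 h compound exposure, 37 °C | detection = luminescence read with Steady-Glo | read-out = percent activation relative to tunicamycin control | controls = tunicamycin high control, DMSO low control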
# An asterisk follows results filed as active; . = not tested or not shown.
SMILES	TIM10 inh	tim23-1 inh	APJ antag	CXCR6 inh	tim10-1 inh	UPR XBP1 act	APJ agonist	Mdm2 MdmX PPI	CHOP UPR activ
Cn1c(=O)n(CC(=O)O)c(=O)c2c1nc1n2CCCN1Cc1ccccc1	6	-1	-1	1	9	-5	0	-22	-1.0
O=C1NC2(CCCCCC2)C(=O)N1CCS(=O)(=O)Oc1ccccc1	1	20	5	3	17	-1	-4	11	-2.7
Cc1sc2ncnc(SCC#N)c2c1C	3	-3	16	1	13	0	-6	27	-1.5
COc1ccc(Oc2cc(F)nc(N)n2)cc1	-10	11	23	-9	9	0	0	4	-1.0
Cc1cs/c(=N\N=C\c2cccc([N+](=O)[O-])c2)n1Cc1ccco1	1	1	-17	7	3	1	-5	-28	1.7
Cc1csc(NC(=O)CN2CCCCCC2)n1	-7	1	-3	4	2	-2	4	15	0.2
CC(C)c1ccc(C2c3[nH]c4ccccc4c3C[C@H]3C(=O)N(c4ccccc4C(=O)N4CCC[C@@H]4C(=O)O)C(=O)N23)cc1 (some centres not stated)	3	14	-35	-3	9	-4	-1	-5	3.2
N#Cc1ccc(S(=O)(=O)N2CCc3[nH]c4ccc(F)cc4c3C2)cc1	34	19	16	-2	17	-3	-1	-1	-1.1
Cc1[nH]c(=O)[nH]c(=O)c1S(=O)(=O)N1CCC(C(=O)N2CCN(Cc3ccccc3)CC2)CC1	-23	7	-23	6	4	2	-1	-3	-4.4
COc1ccc(CN2CCC(CO)(CCOc3ccccc3)CC2)cc1C	7	4	-1	-1	20	2	-2	-6	0.3
CCOC(=O)/C(N)=C/c1ncc(C(F)(F)F)cc1Cl	-6	-1	12	-6	12	3	-7	25	-0.1
CC(=O)Nc1ccc(Sc2ccccc2C(=O)O)cn1	-4	4	13	2	8	-1	-4	2	-1.5
O=C(NCc1cccs1)C1CCN(c2nccs2)CC1	8	10	-1	0	6	0	-2	-14	0.4
S=c1[nH]nc(-c2ccccc2)n1/N=C/c1cccs1	32	47	-7	-1	-20	-4	-4	-9	-0.6
Cc1cc(C(=O)O)cc(S(=O)(=O)Nc2ccccc2C(=O)NC(C)c2ccccc2)c1C (configuration not stated)	11	-8	2	2	1	-3	-8	10	-0.6
COc1ccc(NCC(=O)N2CCCC2)cc1Cl	1	-9	-3	0	8	3	-2	12	1.6
COc1cc(NC(=O)CN2C(=O)c3ccccc3S2(=O)=O)c(OC)cc1Cl	18	15	8	0	8	0	2	-10	2.2
CCOC(=O)C(NC(=O)CC)(Nc1ccc(S(N)(=O)=O)cc1)C(F)(F)F (configuration not stated)	6	2	-9	1	-1	-1	-2	-5	1.3
Cc1cc(C)cc(NC(=O)N2CCC(NC(=O)c3ccc(F)cc3)CC2)c1	-8	12	3	-2	-1	3	7	5	0.4
CC1CCCCN1C(=O)Nc1ccccc1Cl (configuration not stated)	-10	19	16	0	1	0	-1	-15	-6.4
Cc1ccc(-c2nc3ccccc3n2C)o1	12	5	4	5	29	-2	-7	-155	0.3
COc1ccc(Cn2cnc3c4cc(F)ccc4n(C)c3c2=O)cc1	-17	-39	7	18	-56	9	-2	65*	2.5
c1ccc(-c2nnc(C3CC(c4ccncc4)=NO3)o2)cc1 (configuration not stated)	15	15	-21	-1	7	-3	10	-2	2.9
C=C(C)COc1ccc(-c2ncncc2-c2ccc(Br)cc2)c(O)c1	21	20	8	-5	9	2	-1	-7	2.1
O=C(CSCCc1ccccn1)Nc1ccc(Br)cn1	3	2	-11	0	31	1	-4	6	-0.7
COc1cc(/C=C/C(=O)OCC(=O)c2ccc(OC(F)F)cc2)ccc1O	10	65*	8	3	-9	2	-4	33	1.1
CCOc1ccc(N)c(SSc2cc(OCC)ccc2N)c1	32	22	29	5	13	11	-7	18	16
CCOc1c2ccc(C(=O)N[C@H](C)C3CCCCC3)cc2nn1CCOC	-7	-27	3	0	5	2	-2	8	-1.1
CC(C)NC(=O)c1cc(-c2ccc3c(c2)OCO3)on1	-7	24	-5	-7	22	-5	2	-78	1.4
O=C(NC(=S)NCC1CCCO1)c1cccc([N+](=O)[O-])c1 (configuration not stated)	15	14	-5	-4	5	-4	-1	1	-2.3
OCC[C@@H]1C[C@@H](O)[C@H](O)[C@]2(OCCCc3ccccc32)O1	-4	1	-10	-11	-9	4	-3	1	-0.5
CCOc1ccc2c(c1)c(N=Nc1cccc(C(=O)O)c1)c(O)n2C	11	-1	25	18	-20	-1	-6	-2	6.4
COc1ccccc1CN(C)C(=O)c1ccccc1Sc1ccccc1C#N	12	36	-4	-4	30	-7	1	-49	-0.8
CC1=N/C(=C\c2ccc3c(c2)OCO3)C(=O)N1c1ccc(C(=O)O)cc1	-7	17	2	10	11	-1	6	0	1.6
C[C@H]1COC(=O)CC/C=C\C[C@H](CC(=O)N(CCO)Cc2ccccc2)C(=O)N1	-1	10	3	2	9	-3	-3	0	1.3
S=C(NC1CCCC1)N1CCN(c2ccc(Cl)cc2)CC1	34	-9	3	-9	6	-3	-2	15	-1.0
Cc1ccc(-c2nn(CC(=O)NCc3ccccn3)c(=O)c3ccccc23)cc1S(=O)(=O)N(C)C	-8	14	8	6	5	0	1	-6	1.6
Cc1cc(CNC(=O)c2cccc(OC3CCN(S(=O)(=O)N(C)C)CC3)c2)on1	8	7	-38	-4	11	-2	-1	-89	2.6
CC(C)(C)NC(=O)Cc1ccc(Cl)c(Cl)c1	10	8	-6	-11	10	-2	-4	-6	1.9
CCC(C)N(C(=O)CSc1nnc(NC(C)C)s1)C1CCS(=O)(=O)C1 (configuration not stated)	0	-5	13	-11	5	0	-6	22	-1.7
Cc1cccc(NC(=O)Cn2c(=O)n(CC3CCCO3)c(=O)c3ccccc32)c1 (configuration not stated)	-3	23	-13	8	18	-3	-2	-36	-0.1
C[N+]1(CC(O)COCC2COc3ccccc3O2)CCOCC1 (configuration not stated)	9	-2	1	-8	-9	3	-3	3	-0.9
O=C(Cn1cccc1C(=O)c1ccccc1)NCc1cccc(Cl)c1	7	6	-4	-5	-1	4	-3	21	0.6
Cc1nnc(CN(C)C(=O)c2cc(COc3ccc(C)c(C)c3)on2)o1	5	15	-2	2	22	-3	-1	8	2.6
O=c1c2cc(O)c(O)cc2oc2cc(O)c(C3OC(CO)C(O)C(O)C3O)c(O)c12 (configuration not stated)	0	-21	-54	-2	7	-5	-4	24	-0.3
CCc1ccc(NC(=O)CCCn2nc(CC)n3c(cc4occc43)c2=O)cc1	-11	31	21	0	27	1	-1	12	-1.1
CC(C)CC(=O)Nc1ccc(Oc2ccc3c(c2)C(=O)NC3=O)cc1	-12	-7	-14	0	-12	-2	1	10	-0.8
N#C/C(=C\c1ccc(OCc2ccccc2)cc1)C(=O)Nc1ccc(C(=O)O)cc1	16	14	3	.	-9	-1	2	-28	5.5
COC(=O)CN(c1nc(C)cc(OC)n1)S(=O)(=O)c1ccc(C)cc1	19	40	-13	-6	31	-1	-2	26	-1.5
CN(CC(=O)Nc1ccccc1Sc1ccccc1)C1CCCCC1	-21	-3	-1	9	7	1	-2	15	-0.6
CC(C)C(=O)Nc1nnc(SCC(=O)NCc2ccco2)s1	6	-1	7	5	6	2	-3	-15	-1.5
CC(=O)c1cc(OC(=O)c2ccncc2)ccc1OC(=O)c1ccncc1	8	12	12	11	7	-1	-4	7	-2.0
COCc1cc(CN2CCCC(CNC(=O)c3ccc(F)cc3)C2)ccc1OC (configuration not stated)	3	-6	13	-4	1	-3	-3	-23	-0.6
CCc1ccccc1NC(=O)CCNS(=O)(=O)c1cc(Br)cnc1N	15	13	-1	0	20	-4	2	22	-1.6
C=CCn1c(C(C)NC(=O)c2ccc(C)cc2)n[nH]c1=S (configuration not stated)	-4	-10	-5	-16	-10	-4	0	17	0.4
Cc1noc(C)c1COC(=O)COc1ccc(-c2ccccc2)cc1	-11	19	-5	2	17	-2	-2	1	-0.7

# (more compounds)
SMILES	TIM10 inh	tim23-1 inh	APJ antag	CXCR6 inh	tim10-1 inh	UPR XBP1 act	APJ agonist	Mdm2 MdmX PPI	CHOP UPR activ
Cc1cc(C(=O)N/N=C/c2ccncc2)c(C)o1	-3	-16	-22	0	-19	-3	0	9	2.0
COc1ccc(NC(=O)COC(=O)CNS(=O)(=O)c2ccc(F)c(F)c2F)cc1OC	0	-12	-11	-4	-9	-3	-1	11	0.5
Cc1onc(-c2c(F)cccc2Cl)c1C(=O)Nc1cccc(S(=O)(=O)N2CCOCC2)c1	0	7	-1	0	7	-6	1	20	0.1
COC(=O)c1ccccc1NC(=O)CSc1n[nH]c(-c2cccnc2)n1	20	13	11	-1	13	1	-4	6	0.5
O=C(OCCN1CCOCC1)c1ccc(Cl)cc1Cl	-1	12	2	7	1	-2	-1	1	5.3
COc1cccc2c1OCC(C(=O)NCc1ccc(Cl)cc1Cl)=C2	5	17	8	1	36	0	-1	17	-2.7
COc1cccc(OC)c1NC(=O)CN(C)S(=O)(=O)c1ccc2c(c1)OCCO2	14	4	15	-1	-11	7	1	33	-1.5
O=C(O)c1ccc(N=C2SCC(=O)N2Cc2ccccc2)cc1	-16	5	2	-4	1	0	-6	7	0.4
CCOc1ccccc1C1C2CCCCC2(O)CCN1C(=O)c1cccs1 (configuration not stated)	5	23	-1	4	27	-2	-2	26	0.9
CCCCNC(=S)N(C)/N=C/c1ccc(F)cc1	30	47	-11	-6	33	0	2	-5	-0.4
Cc1cc(Nc2c(C#N)c(N)nn2C)ccc1F	-6	9	1	-1	2	-2	-1	20	-1.0
C=CCSc1nnc(-c2cccc3ccccc23)o1	15	12	-4	15	14	-2	0	-31	-0.6
CC(=O)Nc1ccc(S(=O)(=O)NNC2=NS(=O)(=O)c3ccccc32)cc1	6	3	4	3	10	0	-4	-2	0.5
CCCOC(=O)c1c(-c2ccc(OC)cc2)oc2ccc(-c3ccc(OC)nc3)cc12	0	-9	-14	-3	7	-3	2	22	-1.8
CCn1c(C)nc2cc(-c3nnc(-c4c(-c5ccccc5)noc4C)o3)ccc21	27	34	-5	-2	35	17	17*	5	5.7
CC(=O)NCC(=O)OC(C)C(=O)Nc1ccc(C(C)=O)cc1 (configuration not stated)	-10	8	-4	-12	12	2	5	-4	1.2
O=c1c(-c2ccc(O)cc2)coc2c(C3O[C@H](CO)[C@@H](O)[C@H](O)[C@H]3O)c(O)ccc12 (some centres not stated)	6	4	14	-4	-13	1	-2	-19	-1.5
Cc1ccccc1COc1ccc(-c2nn[nH]n2)cc1	7	15	-3	-2	1	-4	-2	-11	-0.8

# Assay outcomes: PubChem, Sanford-Burnham Center for Chemical Genomics

# These rows are one share of the data; the hit share may differ from the screen's.
